# Screening data (PubChem)
# Rin1-Abl PPI inh = human Rin1-Abl interaction inhibition; P00519+Q13671; TR-FRET Rin1/Abl binding, biochemical; inhibition, % at 7.35 µM; hit rate 0.4% among 360,000; in the data active = inhibition above about 5%, passing the limit was not always enough
# Rpn11 inh = inhibitors of human proteasome Rpn11; O00487; human 26S proteasome, Ub4-pepOG fluorescence polarization; 20S core pre-blocked with epoxomicin; calls only at 20 µM; hit rate 0.59% among 360,000; AID 588493;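 active = inhibition at 20 µM, scaled to each plate's controls, above about 33%, limit read from the data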
# Target sequence (O00487 whole entry, looked up): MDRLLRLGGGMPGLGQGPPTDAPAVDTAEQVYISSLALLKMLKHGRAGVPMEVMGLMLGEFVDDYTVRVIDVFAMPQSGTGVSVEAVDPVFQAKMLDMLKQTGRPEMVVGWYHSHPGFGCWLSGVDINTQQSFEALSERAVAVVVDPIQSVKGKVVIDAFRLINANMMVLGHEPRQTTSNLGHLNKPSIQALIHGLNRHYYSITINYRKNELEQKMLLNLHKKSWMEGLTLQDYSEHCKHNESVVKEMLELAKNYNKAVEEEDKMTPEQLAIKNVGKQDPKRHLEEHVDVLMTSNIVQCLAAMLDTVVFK
# DNMT1 block = DNMT1 (human) enzyme inhibition; DNMT1 molecular beacon, Hinp1I cleavage, fluorescence; inhibition (reported as % activation of signal), % at 10 µM; hit rate 0.83% among 360,000; in the data active = inhibition above about 50%
# Neddylation inh = inhibitors of human cullin neddylation | calls only at 25 µM | TR-FRET cullin neddylation, biochemical | P61081+Q13564 | AID 651699 | hit rate 0.58% among 360,000; in the data active = inhibition above about 36%
# NadD block = blocks S. aureus nicotinate mononucleotide adenylyltransferase; purified NadD enzyme, colorimetric absorbance read-out; inhibition, % at 20 µM; hit rate 0.78% among 360,000; in the data active = inhibition above about 26%; note: some compounds past the cut are filed as inactive
# STEP inh = blocks human striatal-enriched tyrosine phosphatase | P54829 | recombinant STEP, OMFP fluorogenic substrate, fluorescence | inhibition, % at 20 µM | hit rate 0.25% among 360,000 | AID 588621;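 active = inhibition at 20 µM, scaled per plate between control wells, above about 37%, limit read from the data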;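 note: 0% = DMSO with enzyme and substrate and 100% = substrate only without enzyme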
#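 Measure: Control-normalized % inhibition with plate pattern correction | Test system: STEP phosphatase, cell-free reaction | Medium: pH 6.0 Bis-Tris with DTT and Tween 20 | Technique: Fluorescence, 480/540 nm | Times: Reaction 20 min, ambient temperature | Doses: Single compound dose of 20 µM, 1% DMSO final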
# Scp-1 inhibitor = blocks human Scp-1 phosphatase activity | Q9GZU7 | Recombinant Scp1, phosphopeptide, malachite green phosphate absorbance | inhibition, % at 20 µM | hit rate 0.88% among 340,000 | AID 493091;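 active = inhibition above about 50% at 20 µM, limit read from the data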;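 note: plate controls were DMSO wells with enzyme for no effect and wells lacking enzyme for full effect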
#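 Incubation: 45 min enzyme reaction at room temperature / System: truncated SCP-1 phosphatase (76-261aa) / Reagent: Phospho 17-mer peptide substrate / Buffer or medium: Acidic Tris acetate buffer with magnesium and detergent / Signal: absorbance at 630 nm / Doses: one concentration, 20 µM, with 1.0% DMSO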
# LMPTP block = LMPTP (human) inhibition. P24666. recombinant LMPTP-A, OMFP fluorogenic substrate, fluorescence intensity. hit rate 0.22% among 360,000. inhibition, % at 20 µM;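 active = compounds that cut the enzyme signal by at least half of the control window in the single-dose screen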;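 note: plate controls were DMSO wells with enzyme plus substrate for no effect and substrate without enzyme for full effect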
# Target sequence (P24666 whole entry, looked up): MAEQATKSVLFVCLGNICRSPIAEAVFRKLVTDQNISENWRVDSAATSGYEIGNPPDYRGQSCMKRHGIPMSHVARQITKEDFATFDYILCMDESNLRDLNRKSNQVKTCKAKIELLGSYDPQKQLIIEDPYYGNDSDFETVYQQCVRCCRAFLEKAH
#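 test system = LMPTP-A | amount = 0.625 nM LMPTP-A final | reagent = fluorogenic phosphatase substrate OMFP at 400 µM final | incubation = 50 min at room temperature | benchmarks = no-enzyme low control, uninhibited high control | medium = Bis-Tris pH 6.0, DTT, detergent | signal = fluorescence intensity of OMFP turnover product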
# CSN inh = inhibitors of human CSN-mediated cullin deneddylation | Q92905 | Purified CSN, SCF-Nedd8-OG deneddylation, fluorescence polarization | inhibition, % at 12.5 µM | hit rate 0.38% among 360,000 | AID 651999;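 active = pattern-corrected inhibition above about 35%, with an unprinted fluorescence ratio check between 0.5 and 1.5, limit read from the data, passing the limit was not always enough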;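 note: 0% = enzyme with substrate and 100% = substrate without enzyme; some results filed as inactive read as strong as hits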
# Target sequence (Q92905 whole entry, looked up, one chain of several): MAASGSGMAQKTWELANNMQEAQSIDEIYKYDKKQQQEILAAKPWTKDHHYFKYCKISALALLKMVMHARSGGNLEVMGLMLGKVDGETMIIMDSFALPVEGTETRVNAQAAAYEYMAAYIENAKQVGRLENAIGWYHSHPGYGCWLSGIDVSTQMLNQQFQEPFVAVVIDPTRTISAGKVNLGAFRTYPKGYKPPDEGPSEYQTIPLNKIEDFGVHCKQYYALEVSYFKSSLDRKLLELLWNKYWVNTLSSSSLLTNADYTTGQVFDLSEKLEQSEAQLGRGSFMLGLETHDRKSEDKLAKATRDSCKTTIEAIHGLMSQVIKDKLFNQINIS
#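 Schedule: reaction 90 min, room temperature / Assay system: HEK293T-derived human Csn5 enzyme / Input: Csn5 at 0.24 nM final / Measure: inhibition of Csn5 cleavage, % / Control set: substrate-only high control, full reaction low control / Technique: fluorescence polarization of the substrate / Buffer or medium: Tris/NaCl/DTT buffer, pH 7.5 / Reagent: SCFSkp2-Nedd8OG substrate at 10 nM final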
# SUMO1 PPI mod = SUMO1-SIM interaction modulation. inhibition, % at 20 µM. AID 602429. P63165. hit rate 0.33% among 360,000. SUMO1 binding to a labelled peptide, TR-FRET, 1 h; in the data active = inhibition above about 37%
# Target sequence (P63165 whole entry, looked up): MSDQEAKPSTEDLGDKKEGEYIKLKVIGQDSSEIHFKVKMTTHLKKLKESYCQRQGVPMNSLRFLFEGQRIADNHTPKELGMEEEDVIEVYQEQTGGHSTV
# * hit, by the source's call; i = inactive; . = no result given.
SMILES,Rin1-Abl PPI inh,Rpn11 inh,DNMT1 block,Neddylation inh,NadD block,STEP inh,Scp-1 inhibitor,LMPTP block,CSN inh,SUMO1 PPI mod
Cc1ccccc1-n1ncc2c(SCC(=O)N3c4ccccc4CC3C)ncnc21 (stereo not given),2,i,-5,i,0,3,-11,4.6,0,-1
Cc1ccc(CN2CCN(Cc3cccn3-c3ccccn3)CC2CCO)cc1 (stereo not given),0,i,1,i,4,-2,-6,-1.1,-2,0
CC(C)CN(C(=O)COC(=O)/C=C/c1ccccc1)C1CCS(=O)(=O)C1 (stereo not given),-1,i,3,i,0,-2,-5,0.0,-5,-11
FC(F)(F)c1cc(-c2ccco2)nc(N2CCN(Cc3ccccc3)CC2)n1,0,i,3,i,-1,-3,-3,2.6,2,-4
COC(=O)C1CCN(C(=O)COC(=O)CNS(=O)(=O)c2ccc(SC)c([N+](=O)[O-])c2)CC1,1,i,24,i,2,11,74*,6.4,-3,-30
Cc1nn(CC(=O)N2CCN(c3ccccc3)CC2)c(=O)c2ccccc12,2,i,3,i,2,0,-6,-0.2,-1,3
O=C(O)CSC1=NC(=Nc2ccc(Cl)cc2)C2(CCCCC2)N1c1cccc(C(=O)O)c1,-1,i,-4,i,-2,-3,-7,-0.9,14,1
CC(C)c1nnc(NC(=O)CCC(=O)N2CCN(c3ccccc3F)CC2)s1,0,i,1,i,-5,-2,-4,-1.3,1,15
O=c1c2ccccc2sc2ccc(C#CC3(O)CCCCC3)cc12,-2,i,7,i,-10,1,18,3.1,0,-16
COc1ccc(C2CC(c3ccc(Cl)cc3)=NN2c2ccc(S(N)(=O)=O)cc2)cc1 (stereo not given),-3,i,-23,.,23,0,1,4.9,4,4
O=C(CN1CCC(C(=O)c2ccc(Cl)cc2)CC1)NC1CCCC1,1,i,3,i,-6,0,1,0.4,5,4
CCC(=O)Nc1nc2nc(C)cc(=O)n2[nH]1,2,i,0,i,0,6,0,-1.9,1,-5
O=C(c1[nH]c(C(F)(F)F)nc1-c1ccccc1)N1CCN(c2ccc(C(F)(F)F)cn2)CC1,4,i,4,i,8,1,.,0.1,-7,6
O=C(NCc1ccco1)C1CCCN(S(=O)(=O)c2ccccc2)C1 (stereo not given),-5,i,5,i,-2,2,-2,-0.3,5,1
O=C(CSCc1ccccc1)N1CCN(c2cccc(C(F)(F)F)c2)CC1,0,i,-2,i,3,3,-6,2.7,1,0
COc1ccc(NC(=O)/C(C#N)=C\c2cc(C)n(-c3ccc4c(c3)OCO4)c2C)cc1,-1,i,-3,i,17,-2,-7,2.2,-3,-4
COc1cc(C(=O)N/N=C\c2ccccc2)c([N+](=O)[O-])c(OC)c1OC,3,i,-1,i,0,-1,-3,0.7,-1,-3
CCN(CC)C(=O)c1c(NC(=O)c2ccccc2)sc(C)c1C,5,i,3,i,-2,-2,1,-1.3,-4,-5
Cc1ccc(S(=O)(=O)N2CCC(=O)N(C(CO)C(C)C)CC2)cc1 (stereo not given),5,i,3,i,3,-1,9,-1.0,-2,2
CC(=O)Nc1ccc(-c2ccnc3c2CC(C)(C(=O)Nc2ccccc2)O3)cc1 (stereo not given),-1,i,-4,i,2,0,.,-0.2,-6,4
O=c1c(-c2ccc3c(c2)OCCO3)coc2cc(O)cc(O)c12,4,i,-1,i,3,12,-15,1.2,2,4
CC1Oc2ccccc2N(Cc2ccc(F)cc2)C1=O (stereo not given),2,i,0,i,-9,1,-5,-0.9,1,3
COC(=O)C1(C(=O)OC)C[C@H](/C=C/c2ccccc2)N(Cc2ccccc2OC)[C@@H]1c1ccc(F)cc1,.,.,.,i,.,.,.,3.4,2,-1
COc1ccc(NC(=O)COC(=O)[C@@H]2CCCN2S(=O)(=O)c2ccccc2F)c(OC)c1,3,i,-1,i,-5,-2,-12,-1.0,-3,0
O=C(CSc1ccc(-c2ccco2)nn1)NCc1ccc2c(c1)OCO2,-2,i,3,i,-6,5,0,4.2,-1,-5
COc1ccc(C(=O)NCc2nnc(SCC(=O)c3ccccc3)n2C)cc1,6,i,-1,i,-4,4,-2,-1.5,1,1
COc1ccc(NC(=O)C2CCN(c3cc(-c4ccccc4)nc4ncnn34)CC2)cc1OC,0,i,-5,i,5,1,6,0.7,4,5
CC(C)(C)c1ccc(Oc2ccc(NC(=O)c3cccs3)cn2)cc1,-3,i,-4,i,-1,0,-5,3.9,2,2
CC(C)OC(=O)Nc1ccc2c(c1)N(C(=O)CCN1CCOCC1)c1ccccc1CC2,3,i,-10,i,-4,-6,-8,-2.4,-8,-3
COc1ccccc1NC(=O)c1cc2c(CO)cnc(C)c2oc1=Nc1ccccc1,5,i,49,i,-11,2,-12,3.8,0,1
O=c1c2c(n3cnnc3n1-c1ccccc1)-c1ccccc1CC21CCCCC1,3,i,0,i,6,10,0,0.5,6,-3
Cc1ccc(N2CCN(C(=O)c3ccccc3)CC2)c(C)c1,-6,i,1,i,0,-1,-4,-0.5,3,9
Cc1ccc(-c2noc(CCCC(=O)N3CCOCC3)n2)cc1,-1,i,1,i,-4,2,-15,0.5,-2,-5
CCOc1ccc(C(=S)N2CCOCC2)cc1OCC,-3,i,-10,i,-4,-3,-9,-2.7,-2,-1
CCOc1ccc(-c2nnc(SCC(=O)Nc3cc(C)on3)o2)cc1,0,i,2,i,-7,0,-12,-1.4,3,-4
CCCCNC(=O)C1(C)CCN1Cc1cc(C)ccc1C (stereo not given),-1,i,8,i,-5,0,.,-2.5,-4,1
CCOC(=O)C1CCN(C(=O)COc2ccc(Br)cc2)CC1,6,i,0,i,0,15,-7,-1.5,-5,0
Cc1noc(C)c1NC(=O)N(C)C[C@H]1Oc2ccc(NC(=O)Nc3ccc(C(F)(F)F)cc3)cc2C(=O)N([C@H](C)CO)C[C@@H]1C,1,i,2,i,-5,-4,-4,-0.2,0,6
CCCCN(CC)CCNC(=O)c1cc2c(-c3ccc(Cl)cc3)nn(C)c2s1,-2,i,19,.,-5,2,-4,2.8,-2,-14
N#C/C(=C/c1ccccc1[N+](=O)[O-])c1nc(C2CC2)cs1,0,i,-1,i,-6,3,-8,2.7,-3,-22

# Three entries out of the list, sorted by formula weight, lowest first:
SMILES,Rin1-Abl PPI inh,Rpn11 inh,DNMT1 block,Neddylation inh,NadD block,STEP inh,Scp-1 inhibitor,LMPTP block,CSN inh,SUMO1 PPI mod
CC1Oc2ccccc2N(Cc2ccc(F)cc2)C1=O (stereo not given),2,i,0,i,-9,1,-5,-0.9,1,3
CCOC(=O)C1CCN(C(=O)COc2ccc(Br)cc2)CC1,6,i,0,i,0,15,-7,-1.5,-5,0
CC(C)OC(=O)Nc1ccc2c(c1)N(C(=O)CCN1CCOCC1)c1ccccc1CC2,3,i,-10,i,-4,-6,-8,-2.4,-8,-3

# The listing continues:
SMILES,Rin1-Abl PPI inh,Rpn11 inh,DNMT1 block,Neddylation inh,NadD block,STEP inh,Scp-1 inhibitor,LMPTP block,CSN inh,SUMO1 PPI mod
CC(Oc1cc(-c2ccccc2)cc2ccccc12)C(=O)N1CCOCC1 (stereo not given),-1,i,0,i,4,2,-16,0.5,0,-8
O=C(NCC(c1ccc(F)cc1)N1CCOCC1)c1ccc(OCc2ccccc2)cc1 (stereo not given),-2,i,-2,i,-3,-2,-5,0.4,-3,3
CC(=O)c1cn(CC(=O)Nc2ccc(C)cc2)c2ccccc12,-3,i,-6,i,6,-1,-2,0.7,1,-1
CCN1C(=O)Cc2cc(S(=O)(=O)NCCc3ccccc3)ccc21,6,i,-4,i,4,-2,-5,0.4,-2,2
CN(c1ccccc1)c1nc(N)c([N+](=O)[O-])c(N2CCCCCC2)n1,0,i,-3,i,3,3,5,4.0,1,0
O=C(NCc1nc2ccccc2[nH]1)c1cccc(S(=O)(=O)N2CCCCC2)c1,-3,i,0,i,1,-4,-4,-0.7,-5,1
Cc1ccc(CNC(=O)CCS(=O)(=O)c2ccc3c(c2)NC(=O)C(C)S3)cc1 (stereo not given),3,i,5,i,3,2,14,-1.1,1,0
CCc1nc2oc3cc(OC)ccc3c(=O)c2c(=O)n1Cc1ccccc1,1,i,0,i,6,2,3,-1.3,1,7
CCCCN(C(=O)Cc1ccc2c(c1)OCCO2)c1c(N)n(CCC)c(=O)[nH]c1=O,0,i,-1,i,-4,-3,-10,0.4,-3,0

# An excerpt from above in order of number of heavy atoms, lowest first.
SMILES,Rin1-Abl PPI inh,Rpn11 inh,DNMT1 block,Neddylation inh,NadD block,STEP inh,Scp-1 inhibitor,LMPTP block,CSN inh,SUMO1 PPI mod
N#C/C(=C/c1ccccc1[N+](=O)[O-])c1nc(C2CC2)cs1,0,i,-1,i,-6,3,-8,2.7,-3,-22
CCOC(=O)C1CCN(C(=O)COc2ccc(Br)cc2)CC1,6,i,0,i,0,15,-7,-1.5,-5,0
CC(=O)c1cn(CC(=O)Nc2ccc(C)cc2)c2ccccc12,-3,i,-6,i,6,-1,-2,0.7,1,-1
CCN1C(=O)Cc2cc(S(=O)(=O)NCCc3ccccc3)ccc21,6,i,-4,i,4,-2,-5,0.4,-2,2
CN(c1ccccc1)c1nc(N)c([N+](=O)[O-])c(N2CCCCCC2)n1,0,i,-3,i,3,3,5,4.0,1,0
CCc1nc2oc3cc(OC)ccc3c(=O)c2c(=O)n1Cc1ccccc1,1,i,0,i,6,2,3,-1.3,1,7
O=C(NCc1nc2ccccc2[nH]1)c1cccc(S(=O)(=O)N2CCCCC2)c1,-3,i,0,i,1,-4,-4,-0.7,-5,1
CCCCN(C(=O)Cc1ccc2c(c1)OCCO2)c1c(N)n(CCC)c(=O)[nH]c1=O,0,i,-1,i,-4,-3,-10,0.4,-3,0
O=C(NCC(c1ccc(F)cc1)N1CCOCC1)c1ccc(OCc2ccccc2)cc1 (stereo not given),-2,i,-2,i,-3,-2,-5,0.4,-3,3
Cc1noc(C)c1NC(=O)N(C)C[C@H]1Oc2ccc(NC(=O)Nc3ccc(C(F)(F)F)cc3)cc2C(=O)N([C@H](C)CO)C[C@@H]1C,1,i,2,i,-5,-4,-4,-0.2,0,6
